# High-throughput results from PubChem BioAssay.
# V-ATPase pHluor: regulators of yeast V-ATPase proton transport | response, % at 10 µM | AID 504577 | hit rate 0.37% among 350,000 | S. cerevisiae, pHLuorin cytosolic pH fluorescence; in the data active means response mostly above about 7.3%, no sharp cut-off; inactive means mostly below about 5.4%; further: actives read high; inactives centre near 0; some compounds called inactive have numbers as strong as hits; reference of the scale not given here
# MITF TRPM1 HTS: activators of MITF-driven TRPM1 promoter activity in SK-MEL-5 cells; SK-MEL-5 TRPM1-promoter luciferase, 24 h; % of positive control, neutral wells = 0; activation, % at 12.5 µM; hit rate 0.75% among 300,000; AID 588334;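 active means mean activation of at least 80% with every replicate also reaching 80%; inconclusive means mean reaches 80% but some replicate falls short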;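 further: 0% = neutral control wells and 100% = parthenolide positive control wells; values of inactives mirror those of a sister screen read the other way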
# CDK5 p35 inh: blocks human CDK5/p35 kinase activity; AID 488839; Recombinant CDK5/p35, ADP-Glo luminescence, 60 min; inhibition, % at 10 µM; hit rate 0.01% among 330,000;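 active means highest replicate inhibition of at least 50% and at least 75% of replicates reaching 50%; inconclusive means only one of the two criteria met; inactive means both criteria failed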;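 further: plate controls were DMSO neutral control for no effect and GW8510 at 10 µM for full effect; many of its hits are not listed in these tables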
# Target sequence (Q00535 whole entry, looked up): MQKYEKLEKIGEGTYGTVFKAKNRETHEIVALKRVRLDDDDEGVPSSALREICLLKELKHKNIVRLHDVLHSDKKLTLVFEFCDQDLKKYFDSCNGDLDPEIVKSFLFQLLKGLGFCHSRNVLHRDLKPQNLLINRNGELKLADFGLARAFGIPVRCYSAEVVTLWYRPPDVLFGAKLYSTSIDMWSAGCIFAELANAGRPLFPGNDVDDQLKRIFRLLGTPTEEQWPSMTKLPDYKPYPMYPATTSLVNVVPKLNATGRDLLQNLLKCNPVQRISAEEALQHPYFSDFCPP
# Target sequence (Q15078 whole entry, looked up): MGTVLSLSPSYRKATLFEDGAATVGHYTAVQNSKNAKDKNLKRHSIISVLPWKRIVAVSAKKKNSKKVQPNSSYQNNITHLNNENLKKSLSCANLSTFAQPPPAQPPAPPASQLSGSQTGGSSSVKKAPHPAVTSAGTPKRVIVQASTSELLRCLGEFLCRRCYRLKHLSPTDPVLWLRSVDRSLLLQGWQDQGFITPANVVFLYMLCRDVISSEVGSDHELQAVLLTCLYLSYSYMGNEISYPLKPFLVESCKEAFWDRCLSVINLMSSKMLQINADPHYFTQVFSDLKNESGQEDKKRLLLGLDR
# Rtt109 HAT inh: inhibitors of Candida albicans Rtt109/Vps75 histone acetyltransferase. purified Rtt109/Vps75, ThioGlo CoA-SH fluorescence, 4 h. inhibition, % at 34.9 µM. hit rate 0.16% among 330,000;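 active means inhibition of at least 50% in every replicate; inconclusive means best replicate reaches 50% inhibition but some replicates fall short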
# Tat export inh: E. coli Tat transport inhibition. E. coli MC4100 TorA-mCherry Tat export, fluorescence. inhibition, % at 10 µM. hit rate 0.036% among 340,000. AID 488895;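 active means mean replicate inhibition at least 50% and at least half of replicates individually reaching 50%; inconclusive means only one of the two criteria met; inactive means neither criterion met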;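 further: exported cargo escapes ClpAP degradation while cytoplasmic cargo is degraded and loses fluorescence; 0% = median of neutral control wells and 100% = median of NaSCN control wells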
# dFosB activator: mouse delta FosB homodimer activation; P13346; purified delta FosB, TAMRA-CDK5 oligo fluorescence polarization; percent of positive-control signal above neutral wells; activation, % at 25 µM; hit rate 0.99% among 340,000; AID 493131;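 active means mean activation above about 17%, with every replicate also reaching it, limit read from the data, passing the limit was not always enough; inconclusive means only one of the two conditions met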;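 further: fluorescence polarization rise as delta FosB binds a TAMRA Cdk5 AP-1 oligo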
# Target sequence (P13346 whole entry, looked up): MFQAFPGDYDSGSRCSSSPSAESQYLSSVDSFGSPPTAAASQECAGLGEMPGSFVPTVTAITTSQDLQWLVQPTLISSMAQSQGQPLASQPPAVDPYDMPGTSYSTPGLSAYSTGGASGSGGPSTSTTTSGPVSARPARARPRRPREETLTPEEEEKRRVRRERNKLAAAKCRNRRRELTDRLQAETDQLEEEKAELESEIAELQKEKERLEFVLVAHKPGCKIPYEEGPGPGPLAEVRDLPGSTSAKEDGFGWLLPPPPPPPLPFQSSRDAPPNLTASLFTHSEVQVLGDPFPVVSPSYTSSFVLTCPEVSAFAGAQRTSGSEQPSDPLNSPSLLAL
# Wnt bcat act: activates Wnt/beta-catenin signaling in a reporter cell assay. activator, plate reader. activation, % at 9.35 µM. hit rate 1.2% among 300,000; in the data active means activation above about 30%, passing the limit was not always enough; inconclusive means no clear call, values can overlap the other calls;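 further: 0% = neutral control wells and 100% = positive control wells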
# cardiac RTF act: cardiac RTF calcium sensitization; hit rate 0.24% among 340,000; activation, % at 7.2 µM; P19429+P45379; IANBD-labeled TnC RTF fluorescence at EC20 calcium; 0% EC20 calcium, 100% full calcium;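 active means activation above the mean over all tested compounds plus 3 SD, cut at about 30% in these data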;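 further: rise in fluorescence read as greater calcium sensitivity of cardiac thin filaments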
# CAL PDZ FP-1: blocks peptide binding to the human CAL PDZ domain | inhibition, % at 24.9 µM | AID 602252 | purified CAL PDZ, TMR-peptide fluorescence polarization, 1 h | hit rate 0.92% among 300,000;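 active means mean inhibition of at least 30% with at least half of replicates also reaching 30%; inconclusive means no clear call, values can overlap the other calls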;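 further: 0% = DMSO neutral control and 100% = excess unlabeled competitor peptide PRC23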
# CAL PDZ FP-2: inhibitors of human CAL PDZ peptide binding; purified CAL PDZ, TMR-peptide fluorescence polarization, 1 h; inhibition, % at 20 µM; hit rate 0.02% among 330,000; AID 504414;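 active means highest replicate inhibition of at least 40%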;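 further: plate controls were DMSO neutral control wells for no effect and unlabeled competitor peptide control wells for full effect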
#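 System: purified tagged CAL PDZ domain construct (CerCALP). Schedule: 1 h incubation at room temperature before polarization reading. Medium: 25 mM sodium phosphate pH 7.4, 150 mM NaCl, TCEP, IgG, Thesit. Read-out: percent inhibition from loss of millipolarization. Measured by: FP readout, S and P plane fluorescence. Probe or stimulus: fluorescent TMR peptide probe.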
# An asterisk follows results filed as active; u = inconclusive; x = no result given.
SMILES,V-ATPase pHluor,MITF TRPM1 HTS,CDK5 p35 inh,Rtt109 HAT inh,Tat export inh,dFosB activator,Wnt bcat act,cardiac RTF act,CAL PDZ FP-1,CAL PDZ FP-2
Cc1ccccc1NC(=O)Nc1ccccn1,1,x,0.8,2,3,-1,12,-4,-3,-0.3
CCSc1ccccc1C(=O)Nc1cc(OC)c(OC)c(OC)c1,2,-3,-0.7,-13,-4,-6,0,-5,1,-1.8
CC1=NNC(=O)C1CCC(=O)N/N=C/c1ccccc1 (stereo unspecified),-2,8,1.2,-3,-1,8,1,1,-2,-0.2
CCOC(=O)C1=C(COC(=O)c2cc(OC)c(OC)c(OC)c2)NC(=O)NC1C (stereo unspecified),1,-12,-0.8,x,6,5,0,3,1,-1.7
O=C(NCc1n[nH]c(=S)n1Cc1ccccc1)c1ccc(Cl)cc1Cl,-1,-6,2.0,3,-1,-5,0,2,-1,-2.1
Cn1c(SCC(=O)Nc2nccs2)nnc1-c1ccc(S(=O)(=O)N2CCCC2)cc1,0,5,-0.8,-1,1,-3,-6,-2,2,-0.4
CCC(C)N(C)C1CCN(C(=S)Nc2cccc(OC)c2)CC1 (stereo unspecified),-3,-1,1.2,-8,2,-1,1,-2,1,-1.7
CCC(CC)c1nc(C(N)=O)c2[nH]c(=O)n(-c3ccc(OC)c(OC)c3)c2n1,4,3,0.6,2,0,-12,0,-3,-5,-2.7
Cc1ccc(OCc2cnc(Cl)s2)c(C)c1,1,77,-5.7,-2,1,-5,5,-3,x,0.0
Cc1ccccc1OCC(=O)NCCC1=CCCCC1,4,14,-0.5,12,-4,-13,-5,-5,-3,-1.8
Cc1cc(NC(=O)OC2CCCCC2)ccc1[N+](=O)[O-],2,120*,1.4,10,11,-6,16,-5,-2,-2.8
NC(=O)C1CCCN(CC(=O)Nc2cc(S(=O)(=O)N3CCOCC3)ccc2N2CCCC2)C1 (stereo unspecified),-1,2,-2.8,-10,-2,-4,1,-1,-3,-1.5
Oc1ccc(C[C@@H]2CNCCN2CCCCC2CCCCC2)cc1,2,13,0.0,4,-6,-4,-6,11,1,0.0
Cc1cc2c(c(CO)c1CCO)C(=O)[C@@H](C)[C@@H]2O,-1,14,0.5,0,-5,7,4,7,-8,-2.2
COc1ccc(-c2nnc(SCC(=O)N3CCCC3)o2)c(OC)c1,-5,43,-1.1,-6,3,-7,12,-1,3,-2.2
COc1ccc(-c2nnc(NC(=O)CSc3ccc(Cl)cc3)s2)cc1OC,0,2,1.5,-2,-1,1,-6,1,0,0.2
COc1cc(S(=O)(=O)NCCc2ccc3c(c2)OCO3)ccc1-n1cnnn1,5,-5,-0.3,6,10,-9,x,-7,-4,0.7
O=S(=O)(c1cccc(NC(=S)N2CCN(c3ccc(F)cc3)CC2)c1)C(F)F,0,-9,0.9,10,7,-1,2,-5,4,0.0
CN(C)c1cccc(O)c1,3,0,-1.4,-3,-7,-2,8,4,-2,-1.3
CCCCN1C(=O)/C(=c2\sc3nc(=O)c(-c4ccccc4)nn3c2=O)c2ccccc21,-4,-9,-0.6,5,-2,7,x,-4,-1,-0.5
Cc1c(C(=O)O)oc2ccc(S(=O)(=O)N3CCCC3)cc12,3,-2,-0.4,-5,0,-6,-2,0,-1,-1.5
CCOc1ccccc1NS(=O)(=O)c1ccc2c(c1)NC(=O)CCS2,6,5,1.2,-3,-2,-4,-2,-1,-6,-2.2
CCCCNCC(=O)Nc1sc(C)c(C)c1C(=O)OCC,-3,-7,-0.5,3,0,2,x,-2,-2,-1.5
CCOc1ccc2c(c1)C(=O)C(=O)N2CC1COc2ccccc2O1 (stereo unspecified),-7,3,-0.4,8,10,-5,3,0,-2,-0.7
CCCOc1ccc(C(=O)NNC(=O)CCNC(=O)c2ccco2)cc1OC,-3,-7,0.5,6,-6,-4,-2,-2,-1,-3.1
Cc1ccc(S(=O)(=O)N2CCN(C(=O)COC(=O)c3ccc(O)cc3)CC2)c(C)c1,5,-7,-0.2,6,5,-17,-8,1,x,0.2
Cc1ccc2[nH]c(=O)c(CN(CCCN(C)C)C(=O)Nc3ccc(Cl)cc3)cc2c1,-1,-1,-1.2,-8,1,-7,x,1,x,-5.2
Cn1nc(C(F)(F)F)c(CN2CC(C)(C)C2=O)c1N1CCOCC1,1,-3,-1.2,-7,6,1,1,-5,3,8.4
Cc1ccc(S(=O)(=O)NCC(=O)N(CC(=O)NCC2CCCO2)Cc2ccccc2)cc1 (stereo unspecified),1,-5,0.0,-6,-2,0,x,6,-11,0.5
O=C1CC(=O)Nc2cc(S(=O)(=O)N3CCN(c4ccc([N+](=O)[O-])cc4)CC3)ccc2N1,4,-4,0.2,7,-4,-8,4,-6,-4,-2.7
COc1ccc(-n2c(/C=C3\C(=O)N(C)c4ccccc43)nc3ccccc3c2=O)cc1,1,x,0.1,-1,-2,-4,8,0,-2,-0.8
CCOC(=O)Nc1ccc([N+](=O)[O-])cc1OC,2,8,-0.4,-2,0,5,-6,1,2,-0.2
O=C(Nc1ccccn1)c1ccc(C(=O)c2ccccc2)cc1,1,80,1.1,1,5,-1,u,0,x,-1.7
c1ccc(CN2CCN(c3cnc4ccccc4n3)CC2)cc1,-1,65,-1.3,x,-12,-4,17,-2,-2,-3.8
CCC(=O)NCCNc1nc2cc(C)c(C)cc2cc1C#N,2,11,0.4,-13,-4,-20,x,6,1,-1.1
O=C(NCCc1ccc(Cl)cc1)C1CCN(S(=O)(=O)N2CCCCC2)CC1,1,1,-0.2,2,1,-4,1,-3,5,-0.1
Cc1ccc(NC(=O)c2cnccn2)cc1,3,63,0.5,-2,2,-6,5,2,-4,-2.0
C=C(C)CNC(=S)N1CCNC(=O)C1CC(=O)OC (stereo unspecified),-3,-10,0.0,3,-7,3,0,-2,-3,0.1
O=C(Cc1ccc(Br)cc1)Nc1ccc(Cl)cc1,-1,39,3.5,-10,6,-2,7,2,-13,-2.4
CCc1c(C)nc(SCC(=O)N2CCN(c3ccccc3OC)CC2)[nH]c1=O,-2,7,-3.0,-5,2,-10,-1,2,-4,-1.7
Cc1ccc(-n2c(=O)c(C#N)cc3c(=O)n4cccc(C)c4nc32)cc1,2,-1,-3.1,10,-2,9,-9,1,-2,-1.5
Brc1ccc(OCCOCCN2CCOCC2)cc1,3,12,0.9,2,-13,-10,-1,3,-10,-0.7
Cc1ccc(C(=O)NCCCNCCCNC(=O)c2ccc(C)nc2)cn1,2,-1,-3.9,2,2,-1,x,7,-5,-0.3
COc1ccc(CC(=O)Nc2ccc3nc(C)sc3c2)cc1OC,5,-3,-3.6,-1,-1,-12,-3,-2,-3,-3.3
Cc1n[nH]c(=O)nc1NCc1ccc(Cl)cc1,1,-5,-0.1,-3,1,4,x,-7,-1,0.0
Cc1[nH]n(-c2ccccc2)c(=O)c1N=Nc1cccc(Cl)c1,6,x,1.5,-2,0,-4,3,3,-2,-0.6
Cc1ccccc1C(=O)c1c[nH]c(C(=O)NCCc2ccccn2)c1,-2,-10,0.4,21,-5,2,1,-4,5,-1.4
COc1ccccc1CN1C(=S)SC(C)(C)C1NO (stereo unspecified),2,x,-0.6,x,4,-5,5,4,-4,-1.0

# Next part; it opens with the three that closed the last part.
SMILES,V-ATPase pHluor,MITF TRPM1 HTS,CDK5 p35 inh,Rtt109 HAT inh,Tat export inh,dFosB activator,Wnt bcat act,cardiac RTF act,CAL PDZ FP-1,CAL PDZ FP-2
Cc1[nH]n(-c2ccccc2)c(=O)c1N=Nc1cccc(Cl)c1,6,x,1.5,-2,0,-4,3,3,-2,-0.6
Cc1ccccc1C(=O)c1c[nH]c(C(=O)NCCc2ccccn2)c1,-2,-10,0.4,21,-5,2,1,-4,5,-1.4
COc1ccccc1CN1C(=S)SC(C)(C)C1NO (stereo unspecified),2,x,-0.6,x,4,-5,5,4,-4,-1.0
Cc1cccc(N2CCN(C(=O)c3nn(C)c4c3CS(=O)(=O)c3ccccc3-4)CC2)c1C,-4,-3,-0.2,6,0,1,0,1,0,-1.7
Cc1nc(SCc2nc3ccc(C(F)(F)F)cc3[nH]2)c2oc3ccccc3c2n1,1,4,0.2,5,18,-2,0,3,-3,-0.7
O=C(COC(=O)CN=C1NS(=O)(=O)c2ccccc21)Nc1ccccc1OC(F)F,15*,-4,0.8,7,-1,-6,15,11,-4,-4.0
Cc1ccc2nc(-c3ccc(-c4ccccn4)s3)cn2c1,3,26,0.5,-113,17,-8,28,-6,-8,-3.0
COc1cc(C(=O)NCc2ccco2)cc(OC)c1OC,2,3,4.5,-18,-4,6,-5,-3,-6,0.1
C/C(CCC(C)C)=N\NC(=O)COc1ccccc1-c1ccccc1,3,-9,-0.3,1,-10,-11,0,-1,-4,-2.7
Cc1ccc(Cl)cc1N1CCN(C(=O)CNC(=O)c2ccc(Br)o2)CC1,8.1*,11,0.0,-7,-2,-12,4,5,x,-2.0
CC(C)(C)OC(=O)C[C@H]1C/C=C\C[C@@H](CC(=O)NCCO)C(=O)NC[C@H](c2ccccc2)OC1=O,0,2,-0.5,-10,-7,-10,0,-4,-5,-0.6
Cc1c(C(=O)O)cccc1-n1c(C)cc(/C=C(/C#N)C(=O)NCc2ccccc2)c1C,3,-2,0.4,28,-9,3,1,x,-4,0.3
C[C@H](NC(=O)c1ccc(Cl)cc1)C(=O)NCCc1ccc(S(N)(=O)=O)cc1,-1,-18,-7.9,11,-5,-2,-2,-1,-1,0.7
CCOC(=O)c1c(NC(=O)COc2ccc3ccc(=O)oc3c2)sc(C(=O)N(C)C)c1C,1,18,-1.6,-15,-5,-4,2,6,0,-2.5
CCOC(=O)N1CCC(NS(=O)(=O)c2ccc(C)c(Cl)c2)CC1,3,x,-0.3,4,5,-2,24,x,-4,0.0
CCOC(=O)Cn1nc(-c2ccc(F)cc2)oc1=O,3,7,-1.1,0,8,-4,x,1,-2,-0.1
O=C(Nn1c(C2CCC2)nc2ccccc2c1=O)C1CCC1,-8,21,2.2,-27,8,3,-2,-1,-4,-0.2
CCC(=O)N1CCc2cc(Br)cc(S(=O)(=O)C3(C(=O)OC)CC3)c21,2,-11,0.6,-9,0,-4,x,-5,-6,-0.2
CC1(C)Cc2c(cnn2-c2ccc(F)cc2)C(NC(=O)CN2CCCCC2=O)C1 (stereo unspecified),5,-3,-0.7,-6,7,-5,0,-3,x,-0.8
CC(=O)N1CCc2cc(S(=O)(=O)CCC(=O)N3CCN(c4ccccn4)CC3)ccc21,1,1,0.0,x,0,2,x,3,-1,-4.1
O=C(CC(=O)Nc1ccc(Br)cc1)Nc1ccc(Br)cc1,2,4,0.4,-6,-5,0,-2,-4,-18,-0.7
